Assay outcomes (PubChem BioAssay)
GlmU inhibition = inhibition of mycobacterial GlmU enzyme – biochemical, glucosamine-1-phosphate acetyltransferase (AID 1376); M. tuberculosis GlmU acetyltransferase enzyme assay; higher % means a stronger effect; one-dose inhibition, %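 (tested at 30 µM in the primary screen)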; IC50 in µM for titrated hits; hit rate 0.25% among 220,000; in the data active means inhibition above about 13%;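 further: 0% = complete reaction with vehicle and 100% = reaction without substrate; strong numbers were not always called active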
Mtb RmlCD inh = inhibitors of Mycobacterium tuberculosis RmlC and RmlD coupled enzymes | RmlC+RmlD coupled enzyme assay, percent inhibition; primary screen in compound mixtures | inhibition, % at 3.6 µM | AID 1533 | hit rate 0.03% among 160,000; in the data active means inhibition mostly above about 34%, no sharp cut-off; further: some results filed as inactive read as strong as hits
Target sequence (P9WH09 whole entry, looked up): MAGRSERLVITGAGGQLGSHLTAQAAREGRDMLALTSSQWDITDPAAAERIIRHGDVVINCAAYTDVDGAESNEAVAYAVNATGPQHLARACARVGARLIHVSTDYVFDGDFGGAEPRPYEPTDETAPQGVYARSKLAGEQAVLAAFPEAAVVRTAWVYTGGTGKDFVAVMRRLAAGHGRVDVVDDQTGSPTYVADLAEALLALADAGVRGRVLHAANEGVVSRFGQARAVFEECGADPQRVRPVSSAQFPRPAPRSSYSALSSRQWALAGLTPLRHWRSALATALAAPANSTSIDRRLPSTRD
Target sequence (P9WH11 whole entry, looked up): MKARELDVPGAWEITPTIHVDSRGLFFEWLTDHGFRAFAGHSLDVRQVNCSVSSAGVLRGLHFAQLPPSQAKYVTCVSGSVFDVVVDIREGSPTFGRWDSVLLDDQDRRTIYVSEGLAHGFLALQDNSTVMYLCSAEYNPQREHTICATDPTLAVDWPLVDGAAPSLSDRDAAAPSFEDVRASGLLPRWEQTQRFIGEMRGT
An asterisk follows results filed as active; x = not tested or not shown. Some of the compounds tested; rates above refer to the full screens.

SMILES	GlmU inhibition	Mtb RmlCD inh
CC(=O)NC(C)c1nc2ccccc2n1CC(=O)NC(C)CCc1ccccc1 (stereo not given)	-4.5%	-7
C(=N/N1CCN(c2ccccc2)CC1)/c1cccs1	-1.2%	8
COc1ccc2c(c1)CC1(CN2C)C(=O)NC(=O)N(c2ccc(C)cc2)C1=O (stereo not given)	0.9%	-2
c1ccc(Nc2nc(-c3ccncc3)cs2)cc1	-6.1%	x
O=S(=O)(N=S(N1CCCCC1)N1CCCCC1)c1ccccc1	11%	x
Cc1cc2nc(SCC(=O)O)nc(C)c2cc1C	3.9%	-6
COCCN(C(=S)Nc1ccc(Cl)cc1OC)C1CCN(C(C)=O)CC1	-5.1%	10
Cc1cc(Cl)ccc1OCC(=O)NNC(=O)c1cnccn1	-1.9%	-6
CNCCc1c[nH]c2ccc(O)cc12	-7.1%	x
CC(=O)Nc1cccc(NC(=O)c2ccc(Br)cc2)c1	0.8%	x
Oc1c(N=NC(=S)Nc2ccccc2F)c2ccccc2n1Cc1ccc(Cl)cc1	1.7%	-11
O=C(NCCNc1ccc([N+](=O)[O-])cc1C(F)(F)F)c1ccccc1	-2.3%	33
COc1ccccc1NC(=O)c1cc([N+](=O)[O-])ccc1NCCN1C(=O)CCC1=O	-0.4%	4
COc1ccc([N+](=O)[O-])cc1N(CC(=O)N(C)C)S(C)(=O)=O	-1.0%	1
COCCn1c(SCC(=O)NC(=O)NCc2ccccc2)nc2ccccc21	1.4%	-8
CCN(CC)c1nc(SCCOC(=O)Nc2ccccc2)nc(N(CC)CC)n1	4.8%	x
CCCOC(=O)C1[C@H]2C(=O)N(C(C)c3ccc(OC)cc3)C[C@]23C=C[C@H]1O3 (stereo not given in full)	-1.4%	10
COc1ccc(C(C)=O)cc1CSc1nc2ccccc2c(=O)n1-c1ccccc1	-2.4%	14
O=C1CC(CC(=O)N/N=C/c2ccccc2[N+](=O)[O-])=NN1	-2.4%	-11
COc1ccc(C2c3ccc4ccccc4c3Oc3ncn(CCN4CCOCC4)c(=N)c32)cc1 (stereo not given)	x	-10
O=c1c2ccccc2nc(COc2ccccc2)n1/N=C/c1cn[nH]c1-c1ccccc1	-4.5%	-10
CC(C)c1ccc(NC(=S)N2CCCC(c3ccc(F)cc3)=N2)cc1	-3.2%	x
CSc1nc(C)cc(OCC(=O)N/N=C/c2ccccc2O)n1	1.6%	x
CCCc1nc2ccccc2c(=O)n1-c1cccc(OC)c1	-3.9%	-9
CCOc1ccc(N(CC(=O)NCc2ccc(OC)cc2)S(=O)(=O)c2c(C)noc2C)cc1	1.4%	x
CCn1ccnc1CN(C)C(=O)CCc1nnc(CCC2CCCCC2)o1	6.6%	x
CCN(C(=O)c1ccc(NC(C)=O)cc1)c1ccccc1C	2.0%	x
CSc1nc2nccc(-c3ccc(-c4ccccc4)cc3)n2n1	-8.9%	x
Cc1cc2ncn(CCCCOc3ccccc3)c2cc1C	-3.0%	x
COc1ccc(C(=O)N2CC3(CC(c4ccc(Cl)cc4)=NO3)C[C@H]2C(=O)NCC(N)=O)cc1 (stereo not given in full)	-4.6%	-3
COc1ccc(-c2nnc3n2-c2ccccc2SC3)cc1OC	-1.1%	x
Cc1nonc1OCCNCCNc1ccccc1[N+](=O)[O-]	-8.9%	5
CCC(OC(=O)c1nsc(Cl)c1Cl)C(=O)NCc1ccco1 (stereo not given)	-4.2%	2
CCC(=O)NC(O)C(=O)c1ccc(C)cc1 (stereo not given)	0.7%	-12
Cc1ccc(C2=CSC3=NCCN23)c(C)c1	1.5%	5
CCCn1c(NCc2c[nH]c3ccccc23)nc2ccccc21	-1.8%	x
O=C(O)COc1ccccc1/C=C1\SC(=S)N(/N=C/c2ccccc2O)C1=O	3.0%	x
COc1cc(NC(=O)Cn2c(=O)n(-c3cccc(C)c3)c(=O)c3c(C)c(C)sc32)cc(OC)c1	-0.6%	6
CN(Cc1ccccc1)C(=O)c1nc2ccccn2c1CN1CCc2sccc2C1	1.4%	x
O=C(C1=C[C@@H](c2coc3ccccc3c2=O)C[C@@H](OCc2ccc(CO)cc2)O1)N1CCOCC1	-0.5%	x
COc1ccc(-c2csc(NC(=S)NC(=O)c3ccco3)n2)cc1	0.4%	-2
O=C(N/N=C/c1cccc(Oc2ccccc2)c1)c1cc[n+]([O-])cc1	-4.9%	6
CCOC(=O)/C=C(\C)N1N=C(c2ccccc2)CC1c1ccccc1 (stereo not given)	-0.1%	-4
COc1ccc(-c2ccnc3nc(Sc4ncc(C(F)(F)F)cc4Cl)nn23)cc1	-2.0%	13
O=C(O)c1cc2ncc(CCO)cn2n1	-1.8%	-14
O=C(CN1CCN(S(=O)(=O)c2ccc(Cl)cc2)CC1)NC(=O)NC1CCCCC1	8.7%	x
O=C(CCN1CCOCC1)N/N=C/c1cc(Br)cc(Br)c1O	0.2%	-12
O=C(Cn1nc(C(F)F)cc1C(F)F)NNC(=S)Nc1ccc(F)cc1	-0.9%	-5

Brought forward from above: 5 compounds; new compounds follow.
SMILES	GlmU inhibition	Mtb RmlCD inh
COc1ccc(-c2ccnc3nc(Sc4ncc(C(F)(F)F)cc4Cl)nn23)cc1	-2.0%	13
O=C(O)c1cc2ncc(CCO)cn2n1	-1.8%	-14
O=C(CN1CCN(S(=O)(=O)c2ccc(Cl)cc2)CC1)NC(=O)NC1CCCCC1	8.7%	x
O=C(CCN1CCOCC1)N/N=C/c1cc(Br)cc(Br)c1O	0.2%	-12
O=C(Cn1nc(C(F)F)cc1C(F)F)NNC(=S)Nc1ccc(F)cc1	-0.9%	-5
Cc1[nH]c2ccccc2c1-c1ccc(Cl)nn1	9.4%	-6
Cc1cc(C)cc(NC(=S)N(CCN(C)C)Cc2cccs2)c1	-0.7%	-8
Cc1oc(-c2ccccc2)nc1C(=O)N1CCN(c2ccc(F)cc2)CC1	-0.5%	12
c1ccc2sc(SCSc3nc4ccccc4s3)nc2c1	1.9%	-11
CC(OC(=O)c1nn(C)c(=O)c2ccccc12)C(=O)NCc1ccc2c(c1)OCO2 (stereo not given)	4.3%	-6
CCSc1ncc(C#N)c(=O)[nH]1	5.4%	13
N=C1c2c(cc(=O)n3c2[nH]c2ccccc23)CN1CCN1CCOCC1	-7.1%	8
O=C(NCCc1ccccc1)C1CCN(S(=O)(=O)c2ccc(-n3cnnn3)cc2)CC1	1.5%	x
O=C(NC1CCCCC1)C1CCCN(c2nnnn2-c2ccccc2)C1 (stereo not given)	6.1%	x
CCOC(=O)c1sc(Nc2nc3c(OC)cccc3s2)cc1C	-3.5%	-2
CC1(C)CC(=O)c2cnc(NCC3CCCO3)nc2C1 (stereo not given)	-5.1%	x
O=C(COC(=O)c1ccc(NS(=O)(=O)c2cccs2)cc1O)NCc1ccccc1	1.9%	-10
N#C/C(=C/c1ccncc1)c1nc2ccccc2s1	-6.2%	-6
COc1ccc(Cl)cc1NS(=O)(=O)c1cc(Cl)ccc1OC	1.7%	-6
CC(C)(C)NC(=O)[C@@H]1C[C@@H]2CCCC[C@@H]2CN1C[C@@H](O)[C@H](Cc1ccccc1)NC(=O)[C@H](CC(N)=O)NC(=O)c1ccc2ccccc2n1	-6.5%	x
O=C1CC2(CCCC2)C(=O)N1c1ccc(S(=O)(=O)NCC2CC2)cc1Cl	0.0%	29
Cc1ccc(C)c(N(CC(N)=O)S(C)(=O)=O)c1	1.8%	-8
CCC(C)OC1OC(CO)C(O)C(O)C1NC(C)=O (stereo not given)	-1.5%	9
CCOC(=O)NC(NC(=S)Nc1ccc(OCC)cc1)C(Cl)(Cl)Cl (stereo not given)	5.7%	1
c1ccc(-c2noc(C34CC5CC(CC(C5)C3)C4)n2)nc1	3.2%	2
CCOC(=O)N1CCN(c2c(N3CC=C(c4ccccc4)CC3)c(=O)c2=O)CC1	2.2%	5
Cc1occc1C(=O)N/N=C/c1ccccc1[N+](=O)[O-]	-3.5%	14
Cc1cccc(-c2onc3ccc(C4(C)OCCO4)cc23)c1	x	-6
N#Cc1ccc(OCC(=O)N/N=C2/CC(c3ccccc3)Oc3ccccc32)cc1 (stereo not given)	-1.8%	x
COc1cccc(OCc2nnc(-c3cccs3)o2)c1	-3.1%	-5
Cc1nnsc1C(=O)Nc1ccc(Cl)cc1	5.5%	x
COc1ccc(NC(=O)O/N=C/c2ccccc2Cl)cc1	2.9%	-9
Cc1ccc(-c2csc(Nc3ccc(C(=O)O)cc3)[n+]2Cc2ccccc2)cc1	1.7%	-9
O=C(OCC(=O)c1ccccc1Cl)c1cnccn1	-5.8%	7
COCCOC(=O)c1c(C)oc2ccc(OC(=O)COc3c(F)c(F)c(F)c(F)c3F)cc12	1.9%	-3
O=C(CSCc1nc2ccccc2[nH]1)Nc1ccc(Oc2ccccc2)cc1	1.5%	-9
Cc1ccc2cc(CN(Cc3ccco3)C(=O)c3cccs3)c(=O)[nH]c2c1	-2.0%	11
COC(=O)c1c(C(=O)OC)c(-c2ccccc2)n2c1CCC2	5.4%	13
CCn1c(SCC(=O)N/N=C\c2ccccc2OCC(=O)O)nnc1-c1ccc(Cl)cc1	-2.4%	-14
Cc1nc(N2CCOCC2)c(C#N)c(C)c1Br	-2.4%	x
C/C(=N\Nc1ncc(Cl)cc1Cl)c1ccc2c(c1)OCO2	-0.2%	x
CCOc1ccc(C(=O)N/N=C/c2cc([N+](=O)[O-])cs2)cc1	-2.5%	7
CN(C)S(=O)(=O)c1ccc(N2CCOCC2)c(C(=O)O)c1	-1.7%	x
CS(=O)(=O)N1CCC(C(=O)NCc2ccco2)CC1	-0.3%	-7
N#Cc1ccc(Oc2ccc(C(N)=O)cc2)cc1C#N	-4.0%	2
C/C=C(/C)C(=O)Nc1cccc(C2=NOC3(C2)C[C@@H](C(N)=O)N(C(=O)[C@H]2CCC(=O)N2)C3)c1 (stereo not given in full)	3.8%	5
Cc1cc(=O)oc2cc(OCC(=O)OC(C)C(=O)NC3CCCC3)ccc12 (stereo not given)	2.4%	11
CCn1c(C)nc2cc(C(=O)NNS(=O)(=O)c3c(C)c(C)cc(C)c3C)ccc21	-0.2%	x
O=C(c1cc2ccccc2oc1=O)N(Cc1ccc2c(c1)OCO2)Cc1ccco1	2.2%	11
COc1ccc(C(=O)N[C@H](C(=O)Nc2nc3c(s2)CCCC3)C(C)C)cc1	-1.9%	-11
O=C(Cn1nc(C(F)(F)F)c2c1CCCC2)NCCN1CCOCC1	0.2%	10
COc1cccc(-c2cc(C(=O)N/N=C/c3ccc(OC)c(COC(C)=O)c3)c3ccccc3n2)c1	-0.9%	x
Oc1ccc(C[C@H]2CNC(=S)N2CCc2cc(C(F)(F)F)cc(C(F)(F)F)c2)cc1	1.3%	x
CC(=O)Nc1cccc(C(=O)Nc2nc(C)cs2)c1	1.6%	9
Cc1[nH][nH]c(=O)c1C(c1ccc(-c2ccc(Cl)c(C(=O)O)c2)o1)c1c(C)[nH][nH]c1=O	5.0%	1
COc1cc(NC(=O)CSc2nncn2C)cc(OC)c1OC	-4.6%	-5
Cc1cc(C)cc(NC(=O)NCc2nnc(SCc3ccccc3)n2C)c1	6.0%	74
CN1CCN(c2c(F)cc3c(=O)c(C(=O)O)cn(CCF)c3c2F)CC1	x	-6
N#CC1=C(N)SC(N)=C(C#N)C1c1ccc([N+](=O)[O-])cc1	3.6%	x
CCOc1ccc(NC(=O)NC(C)CC)cc1 (stereo not given)	-1.1%	8
Cc1cc(C)c(NC(=O)CN)c(C)c1	2.3%	x

(further entries)
SMILES	GlmU inhibition	Mtb RmlCD inh
Cc1cc(NC(=O)c2cccs2)n(-c2nc3ccccc3[nH]2)n1	-4.3%	x
CCOC(=O)c1c(N)sc2c1CCC1C(=O)N(C3CCCCC3)C(=O)C21 (stereo not given)	0.6%	-8
Cc1nnc2c(NC3CCCC3)nc3ccccc3n12	-4.6%	0
CC(C)(C)n1nc2c(c1NC(=O)Cc1cccc3ccccc13)CS(=O)(=O)C2	-1.9%	-12
CCCCCCCCOC(=O)c1ccc(N)cc1	2.5%	x
Cc1cccc(NC(=S)NC(=O)/C=C/c2ccco2)n1	-6.1%	-10
O=C(Nc1nccs1)C1C2/C=C\CCCCC21 (stereo not given)	1.9%	-6
Cc1cccc(/C=N/NC(=O)Cn2nnnc2N)n1	1.1%	9
COc1ccc(C(=O)Nn2c(C)nnc2-n2nc(C)cc2C)cc1OC	0.4%	x
C[C@@H]1CC[C@]2(O[C@H](CCO)C[C@@H](O)[C@@H]2O)O1	4.4%	x
O=C(NCCNc1ccc([N+](=O)[O-])cc1)c1cccc(Br)c1	0.0%	-7
CCCc1nc2c(=O)n(C)c(=O)[nH]c2n1CCC	-5.0%	10
O=C(NCCc1csc(-c2ccccc2)n1)c1c(F)cccc1Cl	4.0%	2
O=C(CN1CCN(c2cccc(Cl)n2)CC1)N1CC(O)CO1 (stereo not given)	-3.0%	-8
O=S(=O)(NN1CCOCC1)c1ccc(Cl)s1	-1.6%	-12
Cc1ccc2nc(SCC(=O)N/N=C/c3ccco3)cc(C)c2c1	-1.7%	-15
O=C(CCCSc1nc2ccccc2c(=O)[nH]1)c1ccccc1	3.4%	-5
O=C(c1ccc2ccccc2c1)C1CCCN(C(=O)c2noc3c2CCCC3)C1 (stereo not given)	-2.6%	-3
